FBW7 activator: activators of human E3 ligase FBW7; normalized activity (activation), % at 26.1 µM; AID 1259310; actives 0.13% (n = 650,000); Q969H0; AlphaScreen FBW7–phospho-cyclin E peptide binding, activator screen; in the data active = normalized activity above about 1.9%;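 note: purified mutant Fbw7 with reduced substrate affinity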
MITF inh: inhibitors of human MITF | O75030 | AlphaScreen MITF homodimerization, bead proximity signal | inhibition, % at 2.6 µM | actives 0.91% (n = 650,000) | AID 1259374; in the data active = inhibition above about 50%;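 note: 0% = vehicle wells with protein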
Target sequence (O75030 whole entry, looked up): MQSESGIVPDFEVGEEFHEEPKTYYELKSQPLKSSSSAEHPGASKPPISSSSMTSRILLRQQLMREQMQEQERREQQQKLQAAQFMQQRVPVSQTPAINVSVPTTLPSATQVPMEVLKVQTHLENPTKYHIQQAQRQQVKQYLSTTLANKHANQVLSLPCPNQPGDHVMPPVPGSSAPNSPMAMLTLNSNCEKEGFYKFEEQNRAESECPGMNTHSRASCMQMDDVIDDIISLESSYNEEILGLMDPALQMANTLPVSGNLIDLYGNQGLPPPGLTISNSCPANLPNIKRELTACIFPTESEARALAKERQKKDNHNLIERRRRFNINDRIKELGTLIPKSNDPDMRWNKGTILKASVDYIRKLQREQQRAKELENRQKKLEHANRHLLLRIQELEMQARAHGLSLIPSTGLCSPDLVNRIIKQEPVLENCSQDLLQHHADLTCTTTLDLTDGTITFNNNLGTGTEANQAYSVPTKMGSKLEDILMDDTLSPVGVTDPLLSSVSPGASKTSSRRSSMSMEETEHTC
GPR151 ag: activates the human receptor GPR151. Q8TDV0. actives 1% (n = 650,000). activation, % at 11.2 µM. PathHunter beta-arrestin GPR151 cells, luminescence. AID 1508602; in the data active = activation above about 4.9%;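 note: 0% = median of compound wells and 100% = cells with positive control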
Target sequence (Q8TDV0 whole entry, looked up): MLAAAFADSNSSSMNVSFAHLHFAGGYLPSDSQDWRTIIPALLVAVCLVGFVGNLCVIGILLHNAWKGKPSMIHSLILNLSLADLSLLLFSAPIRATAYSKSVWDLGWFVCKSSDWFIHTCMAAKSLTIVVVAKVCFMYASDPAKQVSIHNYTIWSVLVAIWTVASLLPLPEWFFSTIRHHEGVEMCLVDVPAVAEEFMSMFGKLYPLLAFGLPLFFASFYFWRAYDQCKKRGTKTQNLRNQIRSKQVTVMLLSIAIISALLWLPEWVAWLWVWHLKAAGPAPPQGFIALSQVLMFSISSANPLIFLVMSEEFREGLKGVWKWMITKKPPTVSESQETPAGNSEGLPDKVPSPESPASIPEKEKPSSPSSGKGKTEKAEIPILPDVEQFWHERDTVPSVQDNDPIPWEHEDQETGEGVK
TEAD-YAP block: TEAD-YAP interaction inhibition; HEK-TIYL cells, TEAD-Gal4/YAP UAS-luciferase luminescence; inhibition, % at 9.12 µM; actives 1.4% (n = 640,000); AID 1259422; in the data active = inhibition above about 32%;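 note: 0% = median of test compound wells and 100% = reference inhibitor wells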
* hit, by the source's call; . = not tested or not shown.

Compound,TEAD-YAP block,MITF inh,GPR151 ag,FBW7 activator
CC1(c2cccc(Br)c2)NC(=O)N(Cc2ccccc2F)C1=O (centres undefined),8,-4,1.5,0.0
O=S(=O)(NC(=NC1CCCC1)C(F)(F)F)c1ccccc1,-3,-8,-0.8,-0.1
CS(=O)(=O)c1ccccc1S(=O)(=O)N1CCN(c2nc3ccccc3s2)CC1,-24,1,1.7,-0.1
COc1ccc(/C=C2\SC(=N)N(c3ccc(C)c(C)c3)C2=O)cc1OC,-15,5,-0.9,0.0
COc1ccc(C2CC(O)(C(C)(C)O)ON2)cc1 (centres undefined),-8,2,1.7,-0.1
COc1ccc(OC)c(-n2c(N)c(C(=O)NCc3ccccc3)sc2=S)c1,-18,0,0.0,0.2
COc1ccc(CCC(=O)NCCc2csc3nc(-c4ccccc4F)nn23)cc1,-1,10,0.5,0.0
Cc1ccc2oc(-c3cccc(NC(=O)c4cncc(Br)c4)c3)nc2c1,-14,-6,3.4,0.0
Cc1cc(C)n2nc(SCC(=O)NCCCN3CCCC3=O)nc2n1,7,6,0.8,0.0
COc1ccc(OCC2c3cc(OC)c(OC)cc3CCN2C(=O)c2ccc(C)c(C)c2)cc1 (centres undefined),-12,-9,0.3,0.1
CCOc1ccc(NC(=O)CN2CCN(Cc3c(F)cccc3F)CC2)cc1,-2,3,1.5,-0.1
CSc1ccc(CN2CCc3nnc(C4CCCO4)n3CC2)cc1 (centres undefined),2,6,-1.0,0.0
CC(C)(C)c1ccc(C(=O)N/C(=C\c2ccc([N+](=O)[O-])cc2)C(=O)Nc2ccccc2Cl)cc1,-2,31,-0.2,-0.2
O=C(Nc1ccc(N2CCOCC2)cc1N1CCOCC1)c1cc2ccccc2oc1=O,0,-11,-0.5,0.1
CC(C)(CO)CNC(=O)CC1C(=O)NCCN1Cc1ccc(Cl)c(F)c1 (centres undefined),1,-1,-0.5,0.0
Cc1sc(NC(=O)CN(Cc2cccs2)C(=O)c2ccncc2)c(C(N)=O)c1C,5,1,0.5,-0.2
CCN1CCC(NCCc2ccc(F)cc2)CC1,-9,-1,0.2,-0.2
O=C(CCC(=O)N1CCOc2ccccc21)NCCCN1CCC(N2CCCCC2)CC1,-3,9,1.4,0.0
c1ccc(Cn2c(-c3nnco3)cc3ccccc32)cc1,-30,14,-1.7,0.1
O=C1OCc2cccc3cccc1c23,0,-4,-0.7,0.2
CN(C)c1ccc(/C=C(\NC(=O)c2ccccc2)C(=O)NCc2ccncc2)cc1,-13,7,-2.0,0.4
CCOc1cc(C)c(S(=O)(=O)N2CCCC2)cc1C,-5,-32,6.7*,0.2
Cc1cc2c(=O)n(C)c(SCC#N)nc2s1,3,-2,-0.3,0.1
COc1cc(Nc2ccn3ncc(-c4cnn(C)c4)c3n2)cc(OC)c1OC,4,-3,-0.1,0.1
Cc1ccc(O)c(NC(=O)c2cnn3c(C(F)(F)F)cc(-c4ccc(F)cc4)nc23)c1,1,2,1.3,0.1
CC(C)CNC(=O)CCN1C(=O)c2ccccc2S1(=O)=O,6,1,-0.5,0.1
COC(=O)c1ccccc1NC(=O)c1cc2nc(-c3cccs3)cc(C(F)(F)F)n2n1,6,-5,-0.1,0.1
Cc1[nH]c(=O)[nH]c(=O)c1S(=O)(=O)Nc1cccc(-c2ccno2)c1,6,9,-0.1,0.1
O=C(Nc1cccc([N+](=O)[O-])c1)NC1CCS(=O)(=O)C1 (centres undefined),8,-4,-1.1,0.0
CC(C)CNc1ncnc2c1nnn2Cc1ccccc1Cl,-14,-8,1.2,-0.1
Cc1ccc(C(NC(=O)C(C)C)c2ccc3cccnc3c2O)cc1 (centres undefined),86*,21,0.2,-0.5
CC(=O)C1=C(O)C(=O)N(c2ccc(C)c(Br)c2)C1c1cccc(F)c1 (centres undefined),-10,-8,2.1,0.6
O=C(NCCC1=CCCCC1)C(=O)NC1CCCCC1,-4,-5,4.5,0.2
OCCOc1ccc(CN2CCN(C3CCCC3)C(CCO)C2)cc1 (centres undefined),-7,7,-0.8,0.1
Nc1cc(C(=O)N2CCCCC2)ccc1SCc1cccc(F)c1,3,-7,3.9,0.0
Clc1cccc(CSc2ccc3nnc(-c4cccnc4)n3n2)c1,-6,2,0.0,-0.2
O=C(NCc1ccncc1)C(=O)C1C(=O)Nc2ccccc21 (centres undefined),-2,12,-1.1,0.4
Cc1c(C(=O)NC2CCCCC2)sc2ncnc(N3CCCCC3C)c12 (centres undefined),0,6,0.9,0.0
Cc1ccc([N+](=O)[O-])cc1S(=O)(=O)NCCc1c(C)[nH]c2ccc(F)cc12,-8,0,-1.2,-0.1
N/C(Cc1ccc([N+](=O)[O-])cc1)=N\OC(=O)COc1ccc(Br)cc1,5,0,-1.1,0.0
CC(=O)Oc1cccc(C(=O)Nc2cc(C)ccc2O)c1,-34,14,-4.6,0.0
CC1=NN(c2nc(-c3ccccc3)cs2)C(=O)C1N=Nc1ccc(C(N)=O)cc1 (centres undefined),-5,7,2.6,0.1
Cc1cccc(-c2noc(CNC(=O)C3CCCCC3)n2)c1,-4,5,1.5,0.0
O=C(O)/C(=C\c1cccc([N+](=O)[O-])c1)NC(=O)c1ccccc1Cl,-4,-4,0.2,0.1
Cc1ccccc1CNC(=O)/C=C/c1ccc2c(c1)OCO2,-15,-14,0.3,-0.3

Record cards, from the list above. Values in the order: TEAD-YAP block, MITF inh, GPR151 ag, FBW7 activator
`Cc1ccccc1CNC(=O)/C=C/c1ccc2c(c1)OCO2` is listed as -15, -14, 0.3, -0.3
`Cc1c(C(=O)NC2CCCCC2)sc2ncnc(N3CCCCC3C)c12` (centres undefined) is listed as 0, 6, 0.9, 0.0

Additional results
Compound,TEAD-YAP block,MITF inh,GPR151 ag,FBW7 activator
CC1(C)CC(=O)C2=C(C1)N(c1ccccc1)C(N)=C(C#N)C2c1ccc(Br)s1 (centres undefined),-4,-5,1.4,-0.1
O=C(Nc1ccc2oc(-c3cccc(F)c3)nc2c1)c1ccc2ccccc2c1,1,-8,-1.6,0.1
O=C(O)CCCn1c(O)c(C2=c3cc(Br)ccc3=NC2=O)sc1=S,4,18,2.5,0.0
CCCCNC(=O)c1ccc(Sc2cccc(Cl)c2)c([N+](=O)[O-])c1,-1,6,-0.8,-0.1
CCOC(=O)N1CCC(Nc2c(-c3ccc(C)c(C)c3)c(=O)c2=O)CC1,3,2,-0.1,-0.3
COc1cc(NS(=O)(=O)c2cc3[nH]c(=O)c(=O)[nH]c3cc2C)cc(OC)c1,-2,-19,-0.9,-0.1
CC(=O)c1ccc2c(c1)CC(c1nc3ncc(-c4ccnc(N)n4)cc3[nH]1)CO2 (centres undefined),11,51*,2.1,0.9
COc1ccc(C(=O)Nc2ccc(-c3nc4cc(NC(=O)c5ccc(OC)cc5)ccc4o3)cc2)cc1,3,-10,-1.0,0.3
COc1ccc(CC(=O)NCC2(c3ccc(F)cc3)CC2)cc1,1,2,0.7,-0.1
O=C(Nc1nc(-c2ccc3c(c2)OCO3)cs1)c1ccc(S(=O)(=O)N2CCc3ccccc32)cc1,-12,-2,0.9,-0.3
CCOc1ccc(-n2cc(C(=O)N3CCCC3)c3cc(OC)c(OC)cc3c2=O)cc1,13,9,-0.6,0.0
O=C(COC(=O)c1ccc2c(c1)C(=O)N(c1cccc(O)c1)C2=O)c1ccc(Br)cc1,-1,1,-1.4,-0.2
N#CC(C(=O)Cc1cccs1)c1ccccn1 (centres undefined),-5,-1,0.7,0.4
CCc1ccc(CNCc2c(C(=O)O)c(C)n(Cc3ccccc3C)c2C)cc1,21,2,-0.3,0.2
Clc1ccc(-c2csc(=Nc3ccccc3)n2Cc2ccc3c(c2)OCO3)cc1,4,18,-1.2,0.3
COc1ccc([N+](=O)[O-])cc1NC(=O)c1oc(=O)c2ccccc2c1-c1ccc(C)cc1,12,7,0.7,0.2
COCCN(Cc1cc2cc3c(cc2n2nnnc12)OCO3)C(C)=O,1,15,2.5,0.9
CCOC(=O)c1c(NC(=O)CSc2nc3sc4c(c3c(=O)n2-c2ccccc2)CCC4)sc2c1CCC2,0,-7,-0.1,0.0
Cc1ccnc(SCC(=O)N2CCc3ccccc32)n1,-40,-6,5.4*,-0.1
Cc1ccc(C)c(C2=NN(c3nc(-c4cccc(N5C(=O)c6ccccc6C5=O)c4)cs3)C(c3cccc([N+](=O)[O-])c3)C2)c1 (centres undefined),7,-4,-1.0,-0.2
CCOC(=O)CC1=C(C(=O)OCC)C(c2c(Cl)cccc2Cl)C(C#N)=C(N)O1 (centres undefined),13,-2,-1.0,0.2
COc1ccc(-c2nc(NCCOc3ccccc3)c3ncn(Cc4ccc(C(F)(F)F)cc4)c3n2)cc1,8,12,4.9*,0.1
CCN1CCn2c3c(c4cc(Br)ccc42)CCCC31 (centres undefined),-12,5,1.4,-0.3
CCCN1CCN(CCCNC(=O)Cn2cc3c(n2)CCCC3)CC1,7,-8,-1.2,0.6
COc1ccccc1C(=O)N/N=C/c1ccccc1C,-11,27,-0.2,0.3
Cc1cccc(NC(=O)C(C)Oc2ccccc2F)c1 (centres undefined),-8,10,2.1,0.0
CC(C)Oc1ccc(C(=O)NC(C)(C)CO)cc1,-4,-9,-0.4,0.2
Cc1cc(NCc2cccc(C(F)(F)F)c2)nc(Nc2nccc3ccccc23)n1,5,-1,-0.1,0.0
CCn1c(=O)c2ccccc2n2c(SCC(=O)NCc3cccs3)nnc12,5,-2,-0.2,-0.3
Cc1cccc(NC(=O)N2CCC3(CC2)OCc2ccccc2O3)c1,5,-2,-0.4,-0.1

Part of the list above in another layout.
Below each compound: TEAD-YAP block	MITF inh	GPR151 ag	FBW7 activator
COc1ccc(-c2nc(NCCOc3ccccc3)c3ncn(Cc4ccc(C(F)(F)F)cc4)c3n2)cc1
    8	12	4.9*	0.1
CC(C)Oc1ccc(C(=O)NC(C)(C)CO)cc1
    -4	-9	-0.4	0.2
CCN1CCn2c3c(c4cc(Br)ccc42)CCCC31 (centres undefined)
    -12	5	1.4	-0.3

(more compounds)
Compound,TEAD-YAP block,MITF inh,GPR151 ag,FBW7 activator
Clc1ccc(CN2CCN(c3ccccn3)CC2)cc1,4,25,-0.9,0.1
COc1ccc(CNC(=O)COc2ccc(Br)cc2C)cc1,-5,-1,1.9,0.1
Cc1nn(-c2ccccc2)c(Cl)c1/C=N/N,4,2,2.0,0.0
COC(=O)C1CCN(C(=O)c2cc(COc3ccc(F)cc3F)on2)CC1,9,6,-1.1,0.1
COC(=O)CN1C(=O)S/C(=C/c2ccc([N+](=O)[O-])o2)C1=O,-11,62*,-0.2,0.0
COc1ccc(C(C)(C#N)CC#N)cc1 (centres undefined),7,8,1.8,-0.1
Cc1ccc(C2CC(c3cccs3)=NN2C(=O)CSc2nnc(CNC(=O)c3ccco3)n2-c2cccc(C)c2)cc1 (centres undefined),9,-1,0.8,0.0
CCC(Sc1nc(N)cc(N)n1)C(=O)NC(C(=O)OC)c1ccccc1 (centres undefined),-15,-3,-0.6,0.5
O=C(Nc1cc([N+](=O)[O-])ccc1F)c1ccco1,1,12,-1.0,-0.2
O=C(N[C@H]1C[C@H]2C(=O)N[C@H](Cc3ccccc3)C(=O)N2C1)Oc1ccccc1,-10,-2,-1.0,-0.3
Cc1cc(N2CCN(C(=O)c3cc(F)c(F)cc3Br)CC2)c(F)cc1[N+](=O)[O-],0,-3,-0.2,0.1
O=C(CCS(=O)(=O)c1ccc(Br)cc1)Nc1ccc(F)cc1Cl,12,-2,0.7,-0.3
O=C(CN(c1ccc(Cl)c(Cl)c1)S(=O)(=O)c1ccccc1)NCC1CCCO1 (centres undefined),0,12,2.9,0.1
C#CCn1c(=NC(=O)CN2C(=O)CCC2=O)sc2cc(F)ccc21,3,19,1.6,0.0
c1ccc(CCCNc2nnnn2-c2ccccc2)cc1,0,2,0.6,0.3
Cc1ccc(C(=O)Nc2ccc(F)c([N+](=O)[O-])c2)o1,3,17,5.4*,0.0
CCC1(C2CCN(Cc3ccoc3)CC2)NC(=O)N(Cc2ccc3c(c2)OCO3)C1=O (centres undefined),-4,0,0.4,0.0
COc1ccc(-c2c(C#N)c(N)nc3c2CCCCC3)cc1OC,-6,-5,-1.6,-0.2
CCOC(=O)C1=C(c2ccccc2)N=c2s/c(=C/c3ccc(N4CCOCC4)o3)c(=O)n2C1c1ccc(Cl)cc1 (centres undefined),6,3,-1.7,-0.1
C/C(=N\NS(=O)(=O)c1ccccc1)c1ccc(I)cc1,1,4,-1.8,0.0
N#Cc1cc2c(nc1SCC(=O)N1CCCCC1)CCCCC2,-5,7,0.5,0.0
O=C(O)[C@@H]1Cc2c([nH]c3ccccc23)[C@@H](c2ccccc2)N1,.,-2,-0.1,-0.1
CCOc1ccc(/C=c2\sc3nc(-c4ccco4)nn3c2=O)cc1OC,-1,10,0.4,-0.1
COCCNc1ccnc2c(-c3ccc(N(C)C)cc3)cnn12,-24,-12,0.2,0.0
CC(C)CCN=c1c([N+](=O)[O-])nn(-c2ccccc2)n1O,-17,18,1.3,-0.4
CCCN1CCC(=NNC(=O)c2ccc(O)cc2)CC1,-2,-5,0.2,0.0
